High-throughput results (PubChem)
SIRT5 inh: SIRT5 desuccinylase inhibitors, primary screen, biochemical, fluorescence imaging, single point, set 5; actives 1.1% (n = 330,000); NAD-dependent protein deacylase sirtuin-5, mitochondrial (Homo sapiens), Q9NXA8; Purified SirT5, succinyl-peptide AMC, trypsin-coupled fluorescence; inhibition, % at 15 µM; in the data active = inhibition above about 15%
ERAP1 inh: human ERAP1 aminopeptidase inhibitors, primary screen, biochemical, single point, plate reader; Endoplasmic reticulum aminopeptidase 1 (Homo sapiens), Q9NZ08; recombinant ERAP1, Leu-AMC fluorescence, 60 min; inhibition, % at 10.7 µM; actives 0.15% (n = 340,000); AID 652197, 2013;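 active = mean replicate inhibition of at least 30%, or all replicates individually reaching that 30% level; inactive = mean below 30% and not every replicate reaching it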;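 note: 0% = neutral control wells and 100% = L-leucinethiol positive control wells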
Target sequence (Q9NZ08 whole entry, looked up): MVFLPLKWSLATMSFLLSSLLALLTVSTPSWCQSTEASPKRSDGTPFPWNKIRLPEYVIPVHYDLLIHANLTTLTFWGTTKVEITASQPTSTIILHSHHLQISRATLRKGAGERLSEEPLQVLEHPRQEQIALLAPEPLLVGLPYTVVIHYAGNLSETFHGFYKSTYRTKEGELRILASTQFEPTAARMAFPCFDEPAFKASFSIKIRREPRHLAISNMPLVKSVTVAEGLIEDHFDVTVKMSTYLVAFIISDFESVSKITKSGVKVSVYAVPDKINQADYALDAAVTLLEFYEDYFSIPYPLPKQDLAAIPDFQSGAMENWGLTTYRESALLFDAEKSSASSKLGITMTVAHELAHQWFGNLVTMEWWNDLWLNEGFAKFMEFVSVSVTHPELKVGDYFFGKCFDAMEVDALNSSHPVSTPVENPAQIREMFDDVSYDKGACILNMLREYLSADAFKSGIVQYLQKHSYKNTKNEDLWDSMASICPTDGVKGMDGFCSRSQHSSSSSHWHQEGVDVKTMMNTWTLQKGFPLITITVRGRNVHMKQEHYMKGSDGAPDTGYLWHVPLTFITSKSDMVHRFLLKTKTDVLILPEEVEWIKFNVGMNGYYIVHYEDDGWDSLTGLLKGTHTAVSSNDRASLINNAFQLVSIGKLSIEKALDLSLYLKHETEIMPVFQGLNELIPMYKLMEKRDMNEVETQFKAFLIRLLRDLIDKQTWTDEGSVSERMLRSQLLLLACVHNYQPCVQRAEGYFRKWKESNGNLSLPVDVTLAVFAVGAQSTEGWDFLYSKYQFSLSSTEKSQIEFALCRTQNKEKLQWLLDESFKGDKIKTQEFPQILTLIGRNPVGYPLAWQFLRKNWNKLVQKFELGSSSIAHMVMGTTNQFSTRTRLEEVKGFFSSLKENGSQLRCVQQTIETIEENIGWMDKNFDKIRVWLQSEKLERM
XiGFP reactiv: activators of inactive X chromosome reactivation, primary screen, imaging, XiGFP fibroblasts, GFP high-content imaging, set 2. XiGFP mouse fibroblasts, % GFP-positive cells imaging, 3 d; cells co-treated with 5-aza-dC sensitizer; scaled so ellipticine positive control = 100%. activation, % at 7.58 µM. actives 0.055% (n = 360,000);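 active = mean normalized replicate activation at least 10% and every replicate at or above 10%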;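 note: 0% = median of on-plate neutral control wells and 100% = ellipticine 6 µM median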
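material = 68-5-11 XiGFP fibroblast line | medium = DMEM plus 5-aza-dC sensitizer | schedule = 3 days compound exposure | benchmarks = positive control ellipticine, 6 µM final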
S100A4 MyoIIA: inhibitors of S100A4-myosin IIA peptide binding, primary screen, biochemical, fluorescence polarization, TAMRA-MyoIIA peptide; AID 652163, 2013; actives 0.14% (n = 360,000); Protein S100-A4 (Homo sapiens), P26447; inhibition, % at 10.7 µM;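 active = mean inhibition of at least 70% across replicates, with every replicate also reaching that level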
Target sequence (P26447 whole entry, looked up): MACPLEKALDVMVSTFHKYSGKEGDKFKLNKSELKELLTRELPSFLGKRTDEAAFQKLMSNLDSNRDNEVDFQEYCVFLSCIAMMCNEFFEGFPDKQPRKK
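Material: S100A4 monomer (human). Medium: Calcium-containing HEPES buffer, pH 7.2. Probe or stimulus: labelled myosin peptide probe, 5 nM. Compound dosing: one concentration per compound. Timing: polarization read 5 min after assay mix addition, stable 5–60 min. Benchmarks: DMSO as neutral control, TFP as positive control.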
LGR2 antag: inhibitors of bursicon-induced LGR2 CRE-luciferase signal, primary screen, cell-based, HEK293, CRE-luciferase reporter, bursicon stimulation. bursicon-stimulated, 4 h. Drosophila bursicon receptor LGR2 (rickets). AID 720647, 2013. inhibition, % at 9.99 µM. actives 0.35% (n = 380,000);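 active = drop in luminescence signal, shown as inhibition above about 50% in the replicate tests, limit read from the data, passing the limit was not always enough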;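 note: agonist challenge used bursicon conditioned medium at about half maximal strength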
Statin myotox sup: suppressors of statin myotoxicity in C2C12 myotubes, primary screen, cell-based, single point, plate reader. rescue of ATP level, % at 7.49 µM. actives 0.78% (n = 330,000). C2C12 myotubes + simvastatin, ATP luminescence, 48 h; scaled: DMSO 0, geranylgeraniol control 100;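 active = mean ATP rescue above about 67%, or every replicate alone reaching that limit, limit read from the data, passing the limit was not always enough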;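 note: myotubes were challenged with 10 µM simvastatin during compound exposure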
PGC1a acetyl inh: inhibitors of PGC1a acetylation signal, primary screen, cell-based, U2OS, AlphaScreen, inhibitor mode. actives 0.17% (n = 350,000). inhibition, % at 15.6 µM. AlphaScreen anti-acetyl-lysine; with virally co-expressed GCN5 acetyltransferase;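 active = every replicate shows inhibition of at least 40%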;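 note: 0% = neutral control wells and 100% = positive control wells; some results beyond the cut were filed as inactive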
Cneo AK release: Cryptococcus neoformans cell lysis inducers, primary screen, AK release luminescence, single concentration | C. neoformans lysis, adenylate kinase release luminescence, 4 h; normalised: neutral wells 0, clomiphene wells 100 | AID 651654, 2012 | lysis activity, % at 15 µM | actives 0.2% (n = 360,000);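 active = mean lysis activity across replicates of at least 80%, whatever share of replicates individually reach that level; inactive = mean lysis activity below 80%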
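Material – log-phase Cryptococcus neoformans yeast cells · Input – 5 × 10^6 yeast cells/mL · Medium – fresh YPD growth medium · Doses – single compound concentration per well · Timing – static 4 h at 37 °C with compound, 1 h detection · Detection – adenylate kinase release luminescence · Read-out – signal increase indicating cell lysis · Control set – Clomiphene as positive lysis control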
The depositor's hits bear a star; . = no result given. An excerpt; rates above refer to the full screens.

SMILES | SIRT5 inh | ERAP1 inh | XiGFP reactiv | S100A4 MyoIIA | LGR2 antag | Statin myotox sup | PGC1a acetyl inh | Cneo AK release
O=C(COC(=O)CSc1ccc([N+](=O)[O-])cc1)NCC1CCCO1 (stereo unspecified) | 11 | 0 | 0.4 | -1 | -3 | . | . | 0
OC[C@H]1[C@@H](c2ccc(/C=C/c3ccccc3)cc2)[C@@H]2CN(Cc3cccnc3)CCCCN12 | . | . | 0.0 | . | 16 | 8 | -10 | 1
Cn1c(SCC(=O)Nc2ccc(Cl)cc2)nc(O)cc1=O | 0 | . | 0.0 | -2 | 1 | 22 | 3 | -3
COC(=O)[C@@]1(Cc2ccccc2)[C@H]2C(=O)N(C)C(=O)[C@H]2[C@H]2CN=C(SCC3CC3)N21 | -1 | 0 | 0.2 | -3 | 3 | 8 | 5 | 2
CCC(=O)N1CC2(C1)[C@H](c1ccc(-c3ccccc3)cc1)[C@@H](CO)N2C(C)=O | -3 | 3 | 0.4 | 13 | 0 | . | 5 | .
COC1CCN(C(=O)c2ccc3oc(C(C)C)nc3c2)CC1 | -5 | -3 | 0.1 | -1 | 8 | 17 | -3 | -1
C=CCN(CC=C)c1ccc(N2C(=O)C3CCCCC3C2=O)cc1[N+](=O)[O-] (stereo unspecified) | -6 | -3 | -0.1 | 12 | 5 | -4 | 3 | 4
C[C@@H]1CN([C@H](C)CO)C(=O)c2cc(NS(=O)(=O)c3ccccc3)ccc2O[C@@H](C)CCCCO[C@@H]1CN(C)C(=O)c1ccncc1 | 1 | 2 | -0.8 | 4 | -8 | . | 8 | 5
COC(=O)c1ccc2c(=O)n(CCN3CCOCC3)c(SCC(=O)NCc3ccccc3)nc2c1 | -2 | 7 | 0.0 | 10 | -12 | -8 | 7 | 3
Cc1ccccc1OCC(=O)NNC(=O)Cc1ccc(S(=O)(=O)N2CCOCC2)s1 | 3 | -1 | 0.1 | -4 | 12 | 17 | 3 | 1
CC(C)(C)c1ccc(C2CC2C(=O)N/N=C\c2ccc[nH]2)cc1 (stereo unspecified) | . | 4 | 0.2 | 4 | 4 | -155 | 36 | .
Cc1cc(Cl)ccc1NC(=O)CCN1C(=O)C2CCCCC2C1=O (stereo unspecified) | -1 | -3 | 0.0 | -5 | -11 | -1 | . | 3

Look-ups from the list.
Result for CC(C)(C)c1ccc(C2CC2C(=O)N/N=C\c2ccc[nH]2)cc1 (stereo unspecified) in Statin myotox sup: -155
Result for CCC(=O)N1CC2(C1)[C@H](c1ccc(-c3ccccc3)cc1)[C@@H](CO)N2C(C)=O in PGC1a acetyl inh: 5

(next part)
SMILES | SIRT5 inh | ERAP1 inh | XiGFP reactiv | S100A4 MyoIIA | LGR2 antag | Statin myotox sup | PGC1a acetyl inh | Cneo AK release
C[C@H]1CN([C@@H](C)CO)C(=O)c2cccc(NS(=O)(=O)c3cn(C)cn3)c2O[C@@H]1CN(C)C(=O)Nc1ccccc1 | 2 | -1 | -1.0 | -12 | -10 | . | 5 | -3
CCCCn1c(N)c(N(CCOC)C(=O)c2cc3c(s2)CCC(C)C3)c(=O)[nH]c1=O (stereo unspecified) | 0 | 4 | -0.1 | -6 | -28 | 9 | . | .
CN1CCN(c2ccc(NC(=O)COc3ccccc3[N+](=O)[O-])cc2)CC1 | -3 | 2 | 0.0 | -2 | 7 | . | . | .
COc1ccc(C)cc1NC(=O)C(OC(=O)CNC(=O)c1ccc(Oc2ccccc2)cc1)c1ccccc1 (stereo unspecified) | -4 | 12 | 0.2 | -6 | -4 | 9 | -7 | 1
CC(C)(C)CNC(=O)C1(C)CCN1C(=O)Cc1ccc(C(C)(C)C)cc1 (stereo unspecified) | 5 | -1 | -0.1 | 32 | 13 | -15 | -3 | 1
CCn1c(=O)c2c3c(sc2n2c(SCc4ccc(F)cc4)nnc12)CCCC3 | 1 | 7 | 0.0 | -3 | 9 | -3 | 14 | 2
C[C@H]1CN([C@@H](C)CO)C(=O)Cc2cc(NC(=O)NC3CCCCC3)ccc2O[C@@H]1CN(C)S(=O)(=O)c1cn(C)cn1 | 0 | -3 | 0.0 | -11 | -4 | -20 | 2 | 4
Cc1cccc(-c2noc(CN(C(=O)/C=C/c3ccccc3Cl)C(C)C)n2)c1 | 0 | -2 | 0.2 | -1 | 6 | . | . | .
CC(C)C(NC(=O)c1ccccc1)C(=O)N1CCN(C/C=C/c2ccccc2)CC1 (stereo unspecified) | 1 | 4 | 0.1 | -3 | 14 | 14 | 2 | -3
CCCNC(=O)N1C[C@@H](C)[C@@H](OC)CN(C)C(=O)c2cc(NS(=O)(=O)CC)ccc2OC[C@H]1C | -2 | -1 | 0.1 | 28 | 5 | 10 | . | -24
CCOC(=O)CSCc1cn2cc(Cl)ccc2n1 | -3 | -1 | . | -3 | -33 | . | 5 | .
COCCN(C(=O)COC(=O)c1cnc(C)cn1)c1c(N)n(Cc2ccccc2)c(=O)[nH]c1=O | -2 | -5 | -0.6 | -11 | -4 | -17 | 7 | -1
CN(C)CC#Cc1ccc([C@H]2[C@H]3CN(C(=O)NC4CCCC4)CCCCN3[C@H]2CO)cc1 | -2 | 0 | 0.0 | 58 | -3 | . | -2 | -1
Nc1ncc(CCN2CCOCC2)c(-c2ccc(F)cc2)n1 | -2 | 0 | 0.0 | -1 | 1 | . | . | .
CCOC(=O)CNC(=S)N(CCCN1CCCC1)Cc1cccs1 | 1 | 9 | -0.2 | 1 | -7 | . | . | .
Cc1cc(C)cc(N(CC(=O)Nc2ccccc2-c2ccccc2)S(=O)(=O)c2ccccc2)c1 | . | . | 0.4 | . | 8 | 5 | . | 1
Cc1ccc(Cn2nnc3c(=O)[nH]c(C4CCN(S(=O)(=O)c5ccc(S(=O)(=O)NC6CC6)cc5)CC4)nc32)cc1 | -6 | -1 | 0.7 | 0 | -12 | 32 | 24 | 2
COc1ccc(NCc2nnc(SCC(=O)Nc3nc(-c4ccccc4)cs3)n2-c2ccccc2)cc1 | 0 | 4 | 0.6 | -7 | . | . | . | .
COc1cccc(-c2ccc3c(c2)O[C@@H](CN(C)Cc2cncnc2)[C@H](C)CN([C@H](C)CO)S3(=O)=O)c1 | -2 | 2 | -1.2 | 0 | 4 | -47 | 0 | -1
COc1ccc(-c2nnn(CC(=O)N(CCCO)C(C(=O)NC3CCCC3)c3ccncc3)n2)cc1 (stereo unspecified) | -4 | -3 | 0.2 | -3 | 5 | . | . | .
O=C(CN1C(=O)NC2(CCc3ccccc32)C1=O)Nc1ccccc1OC(F)F (stereo unspecified) | 0 | -3 | 0.0 | -1 | 6 | 5 | . | -1
COc1ccc(NC(=O)c2cccc3c2C(=O)c2ccc(-c4ccc(F)cc4OCc4ccccc4)cc2S3(=O)=O)cc1 | . | . | 0.8 | 1 | 10 | -45 | 5 | -3
Cc1ccc(S(=O)(=O)N(C)C)cc1NC(=O)Cn1c(CN2CCOCC2)nc2ccccc2c1=O | 7 | 1 | -1.0 | -2 | -8 | . | . | .
O=C(COc1ccccc1N1C(=O)C2C3C=CC(C3)C2C1=O)c1ccccc1 (stereo unspecified) | 0 | -1 | 0.0 | -2 | 11 | . | . | .
COc1ccc(NC(=O)N(C)C[C@@H]2OCCCC[C@H](C)Oc3ccc(NC(=O)C4CCCCC4)cc3C(=O)N([C@@H](C)CO)C[C@@H]2C)cc1 | 5 | 3 | -0.1 | -3 | 31 | . | -15 | 0
C[C@@H]1CCCCO[C@H](CN(C)C(=O)CCCN(C)C)[C@H](C)CN([C@@H](C)CO)C(=O)c2cc(NS(=O)(=O)c3cn(C)cn3)ccc2O1 | -6 | -2 | 0.0 | 9 | 21 | . | -4 | -3
CCc1cccc(NC(=S)Nc2cccc3ccccc23)c1 | -2 | 4 | 0.0 | 1 | -47 | 2 | . | 14
Cc1ccc(S(=O)(=O)NC2CCCCC2)cc1 | . | -4 | . | -1 | -12 | -4 | -2 | 2
COCCCn1c(=O)/c(=C/c2ccccc2OC(C)C)s/c1=C(\C#N)C(=O)Nc1ccc(C(=O)O)cc1 | 2 | -5 | 0.3 | 5 | -2 | 50 | -5 | 2
Cc1ccc(NC(=O)NCC2CC2(Cl)Cl)cc1 (stereo unspecified) | -2 | 1 | 0.0 | -22 | -68 | 6 | . | -3
CC(C)[C@H](NC(=O)C1CCC(CNC(=O)[C@@H]2CCCN2C(=O)OC(C)(C)C)CC1)C(=O)O (stereo partly specified) | -3 | 1 | 0.4 | -2 | -10 | -7 | . | -5
Cc1nc(NC(=O)CSC2=NCCS2)sc1C(=O)N(C)C | 5 | 1 | 0.0 | -3 | -15 | 2 | 2 | 1
C[C@H](CO)N1C[C@H](C)[C@@H](CN(C)Cc2cccc(F)c2)OCc2ccccc2-c2ccccc2C1=O | 12 | 1 | 0.4 | 4 | 9 | -18 | -34 | 0
CNC(=O)NC(=O)Cn1cnc2sc(-c3ccccc3)cc2c1=O | -2 | . | 0.0 | 2 | . | . | 6 | -1
COc1cccc(C(=O)Nc2cc(OC)ccc2NC(=O)c2ccco2)c1 | -1 | -4 | -0.1 | 3 | -11 | 1 | . | 3
COC(=O)C1=CN(Cc2ccc(F)cc2)C=C(C(=O)OC)C1c1ccc(O)c(OC)c1 | -3 | 1 | 1.7 | -1 | 10 | 20 | . | 2
CC(C)Cc1cc(C(=O)N2CCC(N3CCC(C(=O)N4CCCC4)CC3)CC2)n[nH]1 | 4 | 0 | 0.0 | -13 | . | . | 5 | -1
CCc1ccc(NC(=O)CCc2nc3sc4c(c3c(=O)[nH]2)CCCC4)cc1 | 2 | 0 | 0.0 | -4 | 3 | . | . | .
O=C(CSc1ncnc2c1nnn2Cc1ccc(F)cc1)NCC1CCCO1 (stereo unspecified) | -4 | 2 | 0.2 | 74* | 15 | . | . | -2
Cc1ccccc1S(=O)(=O)N1CC[C@@H]2[C@@H](CO)Nc3ccc(C#Cc4ccccc4)cc3[C@@H]21 | 11 | 1 | 0.1 | 4 | -19 | -22 | 20 | 13
C[C@@H]1CCCCO[C@@H](CN(C)S(=O)(=O)c2ccc(Cl)cc2)[C@@H](C)CN([C@H](C)CO)C(=O)c2cc(NC(=O)c3ccncc3)ccc2O1 | 2 | -1 | 0.1 | -2 | -22 | . | 1 | 55
CC(C)NC(=O)CN(C(=O)CCC(=O)Nc1ccccn1)c1ccc(F)c(Cl)c1 | . | . | . | . | 2 | 5 | 5 | -1

Some of these compounds in order of the PGC1a acetyl inh value, smallest number first.
Structure	SIRT5 inh	ERAP1 inh	S100A4 MyoIIA	LGR2 antag	PGC1a acetyl inh
OC[C@H]1[C@@H](c2ccc(/C=C/c3ccccc3)cc2)[C@@H]2CN(Cc3cccnc3)CCCCN12	.	.	.	16	-10
CC(C)(C)CNC(=O)C1(C)CCN1C(=O)Cc1ccc(C(C)(C)C)cc1 (stereo unspecified)	5	-1	32	13	-3
CCOC(=O)CSCc1cn2cc(Cl)ccc2n1	-3	-1	-3	-33	5
COCCN(C(=O)COC(=O)c1cnc(C)cn1)c1c(N)n(Cc2ccccc2)c(=O)[nH]c1=O	-2	-5	-11	-4	7
CC(C)(C)c1ccc(C2CC2C(=O)N/N=C\c2ccc[nH]2)cc1 (stereo unspecified)	.	4	4	4	36
